POLI inh: qHTS for Inhibitors of Polymerase Iota; DNA polymerase iota (Homo sapiens), Q9UNA4; Pol iota fluorescent replication assay, 10 min; Potency, µM (series often up to 115 µM), without a hit: at the top dose activity, negative = inhibition, most hits filed as inhibitors; 1% of 390,000 active; AID 588590, 2011
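Pol iota at 10 nM preincubated 15 min with compounds at room temperature; reaction started with fluorescent substrate, 50 nM final. Fluorescence read kinetically at 0 and 10 min; buffer-only wells as negative control.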
BLM helicase inh: qHTS Assay for Inhibitors of Bloom's syndrome helicase (BLM) | recombinant BLM DNA unwinding, fluorescence dequenching | AID 2528, 2010 | Potency, µM (top dose mostly 56.1 µM), for the others: at the highest dose activity change, negative = inhibition, hits mostly inhibitors | 0.2% of 350,000 active;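 also: plate controls were vehicle for no effect and no enzyme for full effect; nearly all actives have a fitted effect of over 35% in size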
APE1 inh: qHTS Assay for Inhibitors of the Human Apurinic/apyrimidinic Endonuclease 1 (APE1); recombinant APE1, TAMRA/BHQ-2 abasic DNA cleavage fluorescence; 0.35% of 350,000 active; Potency, µM (series often up to 65.8 µM), inactives show at the top dose activity change, negative = inhibition, hits mostly inhibitors; AID 2517, 2012; DNA repair nuclease/redox regulator APEX1 (Homo sapiens), P27695;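 also: plate controls were vehicle for no effect and reference inhibitor for full effect; nearly all actives have a fitted effect of over 55% in size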
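Endonuclease cleavage of a quenched abasic-site DNA duplex (50 nM) by APE1 (0.75 nM) was tracked by TAMRA dequenching. Compounds were preincubated with enzyme 15 min at room temperature; data normalized to buffer-only and DMSO wells plus NSC13755 control.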
BAZ2B inh: qHTS Assay for Inhibitors of BAZ2B. AlphaScreen BAZ2B-H3K14Ac peptide displacement. AID 504333, 2011. Potency, µM (doses to about 114 µM), for inactives: at the highest dose activity change, negative = inhibition, most hits filed as inhibitors. 4.4% of 360,000 active. Bromodomain adjacent to zinc finger domain protein 2B (Homo sapiens), Q9UIF8; also: % is scaled to controls: 0 for no effect and ±100 for the full control effect; nearly all actives have a fitted effect of over 60% in size
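Compounds, titrated to a top concentration of 110 uM, were incubated 30 min at room temperature with preformed BAZ2B/acetyl-K14 H3 peptide complex (50 nM each). Proximity signal was measured by AlphaScreen after 20 min with beads.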
Pol eta inh: qHTS for Inhibitors of Polymerase Eta; DNA polymerase eta (Homo sapiens), Q9Y253; recombinant Pol eta, fluorescent DNA replication assay; Potency, µM (series often up to 114 µM), for the others: at the top dose activity change, negative = inhibition, actives largely listed as inhibitors; 1.2% of 390,000 active; AID 588591, 2011; also: % is scaled to controls: 0 for no effect and ±100 for the full control effect
Target sequence (Q9Y253 whole entry, looked up): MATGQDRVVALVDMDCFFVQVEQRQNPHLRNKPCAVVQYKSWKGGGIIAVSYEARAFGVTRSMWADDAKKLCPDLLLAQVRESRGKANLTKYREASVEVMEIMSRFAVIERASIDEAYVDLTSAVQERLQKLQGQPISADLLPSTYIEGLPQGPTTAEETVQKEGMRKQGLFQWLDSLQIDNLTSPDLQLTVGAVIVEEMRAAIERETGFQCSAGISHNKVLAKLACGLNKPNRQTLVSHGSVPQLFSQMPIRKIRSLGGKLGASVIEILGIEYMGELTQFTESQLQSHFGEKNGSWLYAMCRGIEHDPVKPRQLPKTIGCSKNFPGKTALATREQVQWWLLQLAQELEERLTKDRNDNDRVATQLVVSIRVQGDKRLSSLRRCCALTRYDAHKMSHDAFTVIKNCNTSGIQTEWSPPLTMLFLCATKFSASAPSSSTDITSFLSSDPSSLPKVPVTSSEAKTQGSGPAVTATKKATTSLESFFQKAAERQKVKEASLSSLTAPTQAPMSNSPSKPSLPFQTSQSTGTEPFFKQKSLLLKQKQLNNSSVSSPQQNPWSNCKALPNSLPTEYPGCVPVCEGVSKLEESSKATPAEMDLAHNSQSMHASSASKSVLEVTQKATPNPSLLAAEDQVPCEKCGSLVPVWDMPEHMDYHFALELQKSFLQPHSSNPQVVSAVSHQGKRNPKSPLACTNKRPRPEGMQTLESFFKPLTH
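Fluorescent replication assay: 50 nM final substrate added after a 15 min room-temperature compound preincubation with 10 nM enzyme. Signal taken at 0 min and again at 10 min.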
Anesthetic bind: qHTS Assay for Identification of Novel General Anesthetics | Ferritin light chain (Equus caballus), P02791 | apoferritin/1-aminoanthracene competitive binding, fluorescence | Potency, µM (titrated, usually from 77.5 µM), without a hit: top-dose activity change, negative = displacement, hits mostly inhibitors | 0.074% of 350,000 active | AID 485281, 2010; also: % is scaled to controls: 0 for no effect and ±100 for the full control effect; nearly all actives have a fitted effect of over 20% in size
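Horse-spleen apoferritin (10 uM) was mixed with 50% saturated 1-aminoanthracene in PBS, exposed to compounds for 10 min at room temperature, and read for fluorescence (ex 380 nm, em 535 nm). Competitive displacement was fitted with a four-parameter Hill equation.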
Pol kappa inh: qHTS for Inhibitors of Polymerase Kappa; 0.53% of 400,000 active; AID 588579, 2011; Potency, µM (doses to about 107 µM), for inactives: at the top dose activity, negative = inhibition, usual class: inhibitors; purified Pol kappa, fluorescent DNA synthesis assay, 10 min; DNA polymerase kappa (Homo sapiens), Q9UBT6; also: % is scaled to controls: 0 for no effect and ±100 for the full control effect
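Here, compound and 10 nM enzyme are combined for 15 min at room temperature; adding 50 nM substrate (final) starts DNA synthesis, tracked by fluorescence at 0 and 10 min against buffer-only wells.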
Pol beta inh: qHTS Assay for Inhibitors of DNA Polymerase Beta; Potency, µM (top dose mostly 114 µM), for the others: top-dose activity change, negative = inhibition, hits mostly inhibitors; 1.3% of 340,000 active; Pol beta primer extension/strand displacement, fluorescence kinetic; P06746; AID 485314, 2010; also: % is scaled to controls: 0 for no effect and ±100 for the full control effect
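Values derive from four-parameter Hill fits of normalized kinetic data: reads at 0 and 10 min following addition of 50 nM substrate to 10 nM Pol beta preincubated 15 min with compound.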
G9a inh: qHTS Assay for Inhibitors of Histone Lysine Methyltransferase G9a; Histone-lysine N-methyltransferase EHMT2 (Homo sapiens), Q96KQ7; G9a H3K9 monomethylation, AlphaScreen, 2 h; Potency, µM (top dose mostly 102 µM), without a hit: at the top dose activity, negative = inhibition, usual class: inhibitors; 8.8% of 350,000 active; also: % is scaled to controls: 0 for no effect and ±100 for the full control effect; nearly all actives have a fitted effect of over 75% in size
Target sequence (Q96KQ7 913-1193 limits assumed): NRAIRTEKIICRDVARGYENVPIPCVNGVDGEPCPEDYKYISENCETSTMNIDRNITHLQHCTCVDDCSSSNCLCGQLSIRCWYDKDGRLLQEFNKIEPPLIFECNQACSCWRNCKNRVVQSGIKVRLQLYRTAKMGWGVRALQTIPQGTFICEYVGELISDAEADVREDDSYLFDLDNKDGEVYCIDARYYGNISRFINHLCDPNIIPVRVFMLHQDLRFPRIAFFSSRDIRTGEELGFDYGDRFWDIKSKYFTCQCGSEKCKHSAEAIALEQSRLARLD
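Enzyme 20 nM + cpd, 15 min RT; add b-H3K9 pep 500 nM / SAM 20 uM; 2 h RT; anti-H3K9me1 Ab 0.5 ug/mL + SA donor / anti-rabbit acceptor beads 20 ug/mL each, 10 min; AlphaScreen read.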
An asterisk follows results filed as active; u = inconclusive; x = no result given; [ ] = dose if it differs, or a comment. Calls follow the shape of the dose curve; as a rule, active = well fitted curve in the direction sought with a large enough effect; inconclusive = small, poorly fitted or top-dose-only effect, or another doubt; inactive = no such curve, though single readings can be large; an effect the other way counts as inactive or inconclusive. Potency is read from the fitted curve at half-maximal effect. Not all compounds are listed; count on the stated rates, not on these rows.

SMILES | POLI inh | BLM helicase inh | APE1 inh | BAZ2B inh | Pol eta inh | Anesthetic bind | Pol kappa inh | Pol beta inh | G9a inh
COc1ccc2c(c1)c(CC(=O)Nc1cccc(S(N)(=O)=O)c1)c(C)n2C(=O)c1ccc(Cl)cc1 | -9% | -4% | -7% | -21% | -4% | -7% | -12% | -1% | 0%[12.7 µM]
COc1ccc(CCNC(=O)c2cnc3ccc(C)cn3c2=O)cc1 | 23% | 1% | x | -2% | -14% | -8% | 0% | 5% | -2%[59 µM]
C[C@H](CO)N1C[C@H](C)[C@@H](CN(C)S(=O)(=O)c2cccs2)Oc2c(NC(=O)NC3CCCCC3)cccc2C1=O | 24% | x | 20% | x | -10% | x | -18% | x | x
COc1cc(Br)c(CN2CCCN(C)CC2)cc1OC | -3% | 2% | 27% | -27% | -2% | -16% | -6% | 20% | 71µM*
NC1=NC(c2ccc(F)cc2)n2c(nc3ccccc32)N1 (stereo unspecified) | 22% | 4% | 12% | 11% | -10% | -14% | -4% | u | 20%
CC(C)(C)NS(=O)(=O)c1ccc(NC(=O)CS(=O)(=O)Cc2ccccc2)cc1 | 21% | -1% | 4% | -19% | -8% | u | -13% | 7% | 19%
COc1ccc(C2CC(=O)C3=C(C2)Nc2ncnn2C3c2ccccc2C)c(OC)c1 (stereo unspecified) | -4% | -2% | -6% | 12% | -3% | -19% | -9% | 9% | 10%
CCN(c1ccccc1)S(=O)(=O)c1ccc(Cl)c(NC(=O)Nc2ccc(Cl)cc2C#N)c1 | -12% | -12% | -6% | -9% | -17% | 0% | -9% | 19% | 4%[59 µM]
Cc1ccc(-c2csc3ncnc(SCC(=O)O)c23)cc1 | 57%[activator] | -3% | 16% | -9% | 0% | 3% | 7% | 16% | x
Nn1c(C2CCC2)nc2ccccc2c1=O | 2% | -1% | 39% | -9% | -12% | -6% | -4% | -21% | 3%
Cc1nc2sccn2c(=O)c1S(=O)(=O)NCc1ccc(F)cc1 | 10% | 1% | x | 1% | -20% | 0% | -4% | 0% | 12%[59 µM]
O=C(Cn1c(=O)oc2cc(S(=O)(=O)N3CCCC3)ccc21)NC1CCCc2ccccc21 (stereo unspecified) | u | -10% | 1% | -4% | -7% | 20% | 1% | u | -17%[59 µM]
COc1ccccc1NC(=O)/C(=C\c1cccnc1)NC(=O)c1ccc(C)cc1 | 20% | -2% | 52%[activator][12.4 µM] | -1% | -9% | -8% | 13% | -24% | 22%[59 µM]
CCCc1ccc(-c2cc(C(=O)N/N=C/c3ccc([N+](=O)[O-])o3)c3ccccc3n2)cc1 | 22% | -15% | -2% | -11% | -13% | u | -11% | 19% | 0%[12.7 µM]
Cc1nc2nc(SCC(=O)NCCN3CCOCC3)nn2c(C)c1Cc1ccccc1 | 20% | 1% | 0% | u | -6% | -5% | 1% | 11% | -2%
CCC(C)NC(=O)c1ccccc1NC(=O)/C(=C/c1ccc(OC)cc1)c1ccccc1 (stereo unspecified) | 151%[activator] | -8% | -4% | -26% | -8% | 1% | -12% | -12% | -3%[59 µM]
COc1ncc2ncc(=O)n(Cc3cccs3)c2n1 | x | 6% | 3% | x | x | x | -8%[60.1 µM] | x | 4%[12.7 µM]
Cc1cc(C)nc(SCC(=O)Nc2ccc(Br)cn2)n1 | 13% | 0% | -2% | 10% | -17% | -17% | -5% | 32% | 20%[2.33 µM]
Cc1ccc(C#N)c(SCCN2CCCCC2)n1 | 20% | 3% | 3% | 14% | -4% | -8% | -6% | 1% | -12%
O=C1ON=C(c2ccccc2)/C1=C/c1ccco1 | 22µM* | 2% | u | 40µM* | u | -6% | 28µM* | 25µM* | 32µM*
Cc1nnc2c(N3CCN(c4ccccc4F)CC3)nc3ccc(C(=O)c4ccccc4)cc3n12 | 17% | -3% | x | -11% | -1% | 2% | 3% | 0% | -5%[59 µM]
CCn1c(=O)n(CC)c2cc(NC(=O)c3ccccc3Cl)ccc21 | 50%[activator] | -1% | 9% | -18% | -21% | -7% | -6% | 1% | 16%
COc1ccccc1N1CCN(C2CC(=O)N(c3ccccc3)C2=O)CC1 (stereo unspecified) | 0% | 2% | 11% | 9% | -14% | -6% | 1% | 16% | u
Cc1cc(Oc2ccc(-c3ccccc3)cc2)nc(N2CCOCC2)n1 | 14% | -7% | 3% | 9% | -7% | -7% | -7% | 4% | -3%[59 µM]
O=C(O)CCCCCCCCCC(=O)c1cccs1 | -4% | -10% | 21% | 9% | u | -16% | -7% | 10% | -1%[59 µM]
CSc1cccc(CN2CCC(CO)(Cc3ccccc3)CC2)c1 | 67%[activator] | 1% | -1% | -12% | -14% | -6% | -9% | 8% | 4%
COc1ccc(OC)c(NC(=O)C2CCCN(S(=O)(=O)c3cccc4nonc34)C2)c1 (stereo unspecified) | 24% | -4% | 1% | 6% | -11% | -15% | -5% | -4% | -16%
Cc1cc2ccccc2n1CCNC(=O)Cc1ccccc1 | -14% | 2% | -7% | -27% | -13% | -15% | -9% | 3% | 3%[59 µM]
Cc1ccnc(NC(c2ccsc2)c2ccc3ccc(C)nc3c2O)c1 (stereo unspecified) | 36%[activator] | -7% | 10% | u | -19% | u | -12% | 23% | -152%[59 µM]
CCn1c(SCC(=O)NC2CC2)nnc1-c1ccc(F)cc1 | 61%[activator] | -1% | -4% | 3% | -14% | -2% | -5% | 53% | x

An excerpt from above in order of molar mass, lowest first.
SMILES | POLI inh | BLM helicase inh | APE1 inh | BAZ2B inh | Pol eta inh | Anesthetic bind | Pol kappa inh | Pol beta inh | G9a inh
O=C(O)CCCCCCCCCC(=O)c1cccs1 | -4% | -10% | 21% | 9% | u | -16% | -7% | 10% | -1%[59 µM]
COc1ccccc1N1CCN(C2CC(=O)N(c3ccccc3)C2=O)CC1 (stereo unspecified) | 0% | 2% | 11% | 9% | -14% | -6% | 1% | 16% | u
Cc1nc2nc(SCC(=O)NCCN3CCOCC3)nn2c(C)c1Cc1ccccc1 | 20% | 1% | 0% | u | -6% | -5% | 1% | 11% | -2%
COc1ccc(OC)c(NC(=O)C2CCCN(S(=O)(=O)c3cccc4nonc34)C2)c1 (stereo unspecified) | 24% | -4% | 1% | 6% | -11% | -15% | -5% | -4% | -16%

Continuation:
SMILES | POLI inh | BLM helicase inh | APE1 inh | BAZ2B inh | Pol eta inh | Anesthetic bind | Pol kappa inh | Pol beta inh | G9a inh
Cc1ccc(C(=O)NN(CCC(=O)NC(C)(C)C)C2=NS(=O)(=O)c3ccccc32)cc1 | 17% | 1% | 2% | -1% | -18% | -16% | -1% | 4% | 17%[59 µM]
CC12C=CC3(O1)C(C(=O)N1CCCOC13)C2C(=O)O (stereo unspecified) | 118%[activator] | -1% | 0% | 1% | -6% | -1% | -5% | -9% | 29%
COc1ccc(S(=O)(=O)N2CCC(N3CCN(Cc4ccccc4)C(=O)C3=O)CC2)cc1 | -28% | 4% | x | 0% | -24% | 7% | 4% | 7% | -3%[59 µM]
COc1cc(NC(=O)C2CCN(S(=O)(=O)Cc3ccccc3)CC2)c(OC)cc1Cl | 8% | -4% | x | -15% | -1% | -4% | -8% | -26% | -37%[59 µM]
CCCOC(=O)Cn1cnc2scc(-c3ccc(C)cc3)c2c1=O | 17% | -7% | 0% | -18% | -15% | u | 2% | 8% | 4%
O=C(CCS(=O)(=O)c1ccccc1)Nc1ccccc1F | 6% | -2% | 0% | -6% | -1% | -6% | -7% | 3% | x
O=C(C1CCC(CNS(=O)(=O)c2ccc(Br)s2)CC1)N1CCN(c2ccccc2)CC1 (stereo unspecified) | 9% | -3% | x | 3% | -1% | -14% | 5% | 18% | 9%[59 µM]
Cc1ccnc(NC(=O)c2ccccc2NC(=O)c2ccc(Cl)cc2Cl)c1 | 1% | -13% | 4% | -2% | -8% | -9% | -5% | 1% | x
CCOC(=O)c1c(NC(=O)COc2ccc(Cl)cc2C)sc2c1CCCCC2 | 33%[activator] | -2% | x | -6% | -6% | -3% | 1% | -2% | 6.3µM*
CC(C)c1ccc(NC(=S)NNC(=O)c2cccs2)cc1 | 125%[activator] | -14% | 1% | -18% | -15% | -12% | -12% | 30% | u
Fc1ccccc1COc1ccc(-c2nnn(Cc3ccccc3F)n2)cc1 | -1% | -6% | 9% | 89%[activator] | -5% | 79%[activator] | -9% | 44% | 101%[activator]
O=C(Cn1ccc2cc(S(=O)(=O)N3CCCC3)ccc21)NCc1ccco1 | -9% | 0% | -3% | -11%[57.1 µM] | -1% | 1% | -17% | 29% | u
O=C(C1CC(c2ccccc2O)=NO1)N1CCCC1 (stereo unspecified) | 18% | 1% | 4% | -37% | 6% | -1% | 3% | -1% | u
CCS(=O)(=O)N1CCC(C(=O)NCc2ccc(F)cc2Cl)CC1 | 30% | -2% | 2% | 9% | -2% | -8% | -5%[60.1 µM] | 37% | 16%[12.7 µM]
CCN(CC)S(=O)(=O)c1cc(NC(=O)COC(=O)c2ccc(NC(=O)CC#N)cc2)ccc1C | -17% | -12% | -8% | -11% | -8% | -13% | -13% | 0% | -5%[59 µM]
COc1ccccc1NC(=O)Cn1nnc(-c2ccccc2NS(=O)(=O)c2ccccc2)n1 | 89µM* | -2% | -1% | 1% | -3% | -15% | -36% | 11% | 0%
CN(Cc1ccc2ccccc2c1)C(=O)c1ccc(C(F)(F)F)cc1 | 19% | -4% | -5% | 37% | -10% | 3% | -19% | 3% | 55%[activator]
CCCS(=O)(=O)N1CCCC(c2nc(-c3ccc(OC)cc3)no2)C1 (stereo unspecified) | 31%[activator] | -6% | 1% | -1% | -8% | -11% | -6%[60.1 µM] | 0% | 23%[12.7 µM]
O=C(NCCN1CCc2ccccc2C1)Nc1ccc(F)cc1 | 2% | 2% | 2% | 12% | -8% | -2% | 10% | 3% | -24%[59 µM]
